# Autophagy mod: alters autophagy in cells; 190,000 tested, 0.98% active; AID 463193; MEF GFP-LC3 puncta imaging; test concentration mostly 10 µM; calls only at 10 µM (by protocol);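 active = percentage of spot-positive cells more than 3 SD above its plate mean, without a fluorescence outlier flag or 80% toxicity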;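 note: spot-positive cell cutoff set from DMSO-treated cells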
# bCat nuc transl: modulators of beta-catenin nuclear translocation. HeLa beta-catenin nuclear translocation, immunofluorescence imaging. nuclear translocation activity, % at 5 µM. 190,000 tested, 0.3% active. AID 1665;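 active = nuclear translocation activity above 50% at 5 µM, with a well cell count of 50 or more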;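 note: per-cell ratio of nuclear to cytoplasmic median beta-catenin stain intensity; plate controls were DMSO negative control for no effect and GSK-3 inhibitor IX positive control for full effect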
#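 Test system: HeLa cells, endogenous beta-catenin; Compound: single 5 µM dose plus 0.02–20 µM confirmation series; Times: compound exposure 24 h at 37°C; Signal: fluorescence imaging of beta-catenin antibody stain plus DAPI; Read-out: % activation, nuclear-to-cytoplasmic median beta-catenin signal ratio per cell.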
# M1AAP inhibition: P. falciparum M1AAP inhibitors, biochemical, fluorogenic H-Leu-NHMec substrate, 1536-well (AID 1445); recombinant M1AAP, H-Leu-NHMec fluorogenic kinetic assay; higher % means a stronger effect; inhibition, % at 30 µM, or IC50 in µM where a hit was titrated; 220,000 tested, 0.42% active;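 active = primary inhibition above the hit cutoff, then over 50% inhibition at one or more dose response concentrations, cut at about 23% in these data, passing the limit was not always enough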;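 note: plate controls were DMSO full reaction for no effect and no enzyme background for full effect; strong numbers were not always called active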
# ER stress rescue: rescue of cells from ER stress-induced death, primary screen, 384-well, CSM14.1, thapsigargin, ATP luminescence (AID 1222). CSM14.1 thapsigargin-induced death rescue, ATP luminescence; higher % means a stronger effect. cellular ATP content (survival), % at 20 µM, or EC50 in µM where a hit was titrated. 190,000 tested, under 10 active;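 active = EC50 below 50 µM in the dose-response confirmation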;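 note: death triggered by thapsigargin at about 15 µM added after 2 h compound pretreatment; cell ATP read after overnight thapsigargin exposure of roughly 18 to 22 hours; normalized against plate controls of thapsigargin alone and 5% DMSO vehicle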
# K1F lysis inhibition: inhibition of K1F phage lysis, E. coli UTI89, bacterial capsule biogenesis inhibitors, alamar blue (AID 488966); E. coli UTI89 K1F phage lysis, alamar blue, 2 h; higher % means a stronger effect; one-dose inhibition, % at 100 µM; IC50 in µM for titrated hits; 340,000 tested, 0.02% active;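 active = phage lysis inhibition, versus mean bacterial control, above a set limit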;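 note: capsule biogenesis inhibitors block K1F phage lysis so surviving cells raise fluorescence; higher fluorescence means more inhibition of phage lysis; actives were called in the ten point dose series up to 300 µM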
# Ins promoter up: MIN6 insulin promoter up-regulation; MIN6 insulin promoter-GFP reporter, high-content imaging; stronger effect = higher value; z-score at 5 µM; 190,000 tested, 0.3% active;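 active = z-score above 3 at 5 µM with at least 500 cells counted in the well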
# Dynein cargo inh: dynein cargo transport inhibition; 3617.4 mouse cells, GR-EGFP nuclear translocation imaging; test concentration mostly 20 µM; stimulated with dexamethasone, 1 µM; stronger effect = lower value; z-score, hits read low; 220,000 tested, 0.47% active; AID 1381;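 active = plate z-score of nuclear minus cytoplasmic receptor signal below a set negative limit, without overly bright fluorescence or cell loss, cut at about -3.5 in these data, passing the limit was not always enough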;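 note: z-score of nuclear minus cytoplasmic ring GR-EGFP intensity difference per well; some compounds called inactive have numbers as strong as hits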
#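 Buffer or medium: tet-free, stripped-serum medium; reagent: dexamethasone at 1.0 µM final, 30 min; incubation: 48 h induction, 1 h compound, 30 min dex at 37 °C; measured by: formaldehyde fixation, Hoechst nuclear stain, 10x automated fluorescence imaging; read-out: nuclear-to-cytoplasmic GR-EGFP distribution per well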
# MT stabilizer: stabilizes microtubules in HeLa cells | HeLa tubulin immunostaining HCS, 24 h; share of cells brighter than vehicle mean+2SD | AID 2205 | % tubulin-high responders, % at 10 µM | 200,000 tested, 0.83% active;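 active = plate Z-score above 3 for both tubulin-high and condensed-nucleus cell shares, with cell loss under 80%, at 10 µM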;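 note: anti alpha tubulin signal scored within the nucleus-defined area of each cell; some results filed as inactive read as strong as hits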
# M17LAP inhibition: P. falciparum M17LAP inhibitors, primary screen, biochemical, fluorogenic H-Leu-NHMec substrate, 1536-well (AID 1619). recombinant M17LAP, H-Leu-NHMec fluorogenic kinetic assay; higher % means a stronger effect. inhibition, % at 30 µM, or IC50 in µM where a hit was titrated. 220,000 tested, 0.38% active;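 active = compound inhibiting the enzyme by more than half at any dose during confirmatory dose-response retesting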;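 note: plate controls were full reaction with DMSO carrier for no effect and no enzyme background for full effect; strong numbers were not always called active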
# Dynein cargo inh cytoplasmic EGFP: further read-out of Dynein cargo inh, marked with its call; z-score; measured here: cytoplasmic GR-EGFP intensity; stronger effect = higher value
# Dynein cargo inh nuclear GR-EGFP: further read-out of Dynein cargo inh, marked with its call; z-score; measured here: nuclear GR-EGFP intensity;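 lower value marks the stronger effect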
# Dynein cargo inh cell count: further read-out of Dynein cargo inh, marked with its call; z-score; measured here: cell count per field
# Ins promoter up cell count: recorded beside Ins promoter up, whose call it bears; cell count; measured here: cytotoxicity, nuclei count;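 total cells summed across four imaged fields per well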
# bCat nuc transl cell count 5 µM: second read-out of bCat nuc transl, no call of its own (marks repeat the call); cell count; measured here: cell count, cytotoxicity flag
# MT stabilizer Hoechst-high %: recorded beside MT stabilizer, whose call it bears; % Hoechst-high responders; measured here: nuclear condensation Hoechst responders;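 share of cells brighter than vehicle mean plus two SD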
# MT stabilizer cytotoxicity %: further read-out of MT stabilizer, marked with its call; toxicity, %; measured here: cytotoxicity by cell density;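 0% = mean cell density of plate MIN control wells and 100% = no cells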
# Autophagy mod cell loss 18 h: also measured in Autophagy mod; calls as there; toxicity, %; measured here: cell loss, nuclei count;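 cell loss after 18 h compound exposure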
# Active calls of the source: *; i = inactive; / = not tested or not shown; + = active, no number.
SMILES,K1F lysis inhibition,Dynein cargo inh nuclear GR-EGFP,MT stabilizer Hoechst-high %,bCat nuc transl cell count 5 µM,Autophagy mod,Dynein cargo inh cell count,bCat nuc transl,M17LAP inhibition,Autophagy mod cell loss 18 h,Dynein cargo inh,MT stabilizer,Ins promoter up cell count,ER stress rescue,Dynein cargo inh cytoplasmic EGFP,MT stabilizer cytotoxicity %,Ins promoter up,M1AAP inhibition
C=CCn1c(SCC(=O)c2cc(C)n(C)c2C)nnc1-c1ccncc1,0.1%,-0.617,2.0,1130,i,1.38,-0.7,3.8%,-8.0,-0.601,1.8,1321,0.7%,-0.37,3.9,-1.04,4.8%
CC(=O)c1ccc(-n2nnnc2SCC(=O)Nc2cccc(NC(=O)c3ccco3)c2)cc1,1.9%,-1.11,1.7,1370,i,-0.45,1.5,6.5%,-3.8,-0.898,2.2,1550,-2.4%,0.0222,7.3,-0.03,4.0%
CCOc1ccccc1C1C(C(N)=O)=C(C)Nc2nc(-c3cccc(C)c3)nn21 (stereo unspecified),0.0%,0.162,2.8,/,i,0.0796,/,12.7%,-8.9,-0.0573,2.3,/,/,-0.207,9.6,/,-0.3%
CC1CCCN(C(=O)Cc2ccc(F)cc2)C1 (stereo unspecified),0.2%,-0.385,2.1,/,i,-0.108,/,16.6%,-4.4,-0.387,3.5,1273,-1.3%,-0.267,6.8,0.51,-0.3%
CCN(c1ccc(NC(=O)COC(=O)c2ccc3ccccc3n2)cc1)C(C)C,0.7%,-1.09,1.4,/,i,0.0405,/,22.8%,-3.4,-0.823,1.9,/,-0.7%,-0.144,4.1,/,3.9%
Cc1cc(C)cc(NC(=O)CN2CCN(c3ncccn3)CC2)c1,6.7%,-0.324,2.3,/,i,0.2,/,10.6%,7.5,-0.463,1.3,/,-0.7%,0.825,5.6,/,2.8%
O=C(Nc1ccccc1Cl)O/N=C/c1ccncc1,0.3%,0.0756,1.3,/,i,-0.174,/,/,5.9,-0.148,0.9,/,/,-0.33,5.1,/,/
O=C(c1cccc2cccc(O)c12)N1CCCCC1,-1.1%,-0.398,1.9,1057,+,0.788,3.3,8.9%,27.5*,-0.981,1.8,1162,0.3%,-0.218,12.9,-0.1,3.9%
O=c1c(-c2ccccc2)cnc2n1CCS2,0.8%,0.453,3.7,1106,i,0.406,-2.5,5.1%,13.3,-0.232,4.3,1629,-0.1%,-0.339,3.7,0.01,16.1%
Cc1ccc(NC(=O)CSc2ncccc2C(=O)Oc2cccc([N+](=O)[O-])c2)cc1Cl,4.5%,0.302,2.2,568,i,-1.08,-6.2,32µM*,15.0,1.56,2.2,1222,-7.8%,-0.2,4.1,-0.38,3.5%
O=c1c2ccccc2ncn1CCOCCOc1ccc([N+](=O)[O-])cc1,-0.2%,1.26,2.3,1551,i,-1.3,1.0,-2.0%,0.9,1.2,7.9,1422,1.1%,-0.219,6.7,-0.19,1.6%
CCn1c(/C=C/Nc2ccccc2)[n+](CC)c2ccc(C(=O)OCC(F)(F)F)cc21,-0.2%,1.05,3.1,500,i,-1.41,-3.6,2.4%,30.1,2.31,2.8,1483,-0.3%,-0.206,0.5,-0.47,-2.6%
O=C(Nc1ccccc1C(=O)NCc1ccccc1)c1ccco1,5.1%,0.0872,2.2,/,i,-0.364,/,5.6%,-3.9,-0.335,1.9,/,/,-0.248,4.3,/,17.4%
CC(C)c1ccc(CN(C)CC(O)c2ccccc2)cc1 (stereo unspecified),-1.8%,0.343,1.4,1033,i,-1.03,-2.2,-0.9%,15.4,1.23,2.5,1175,0.7%,-0.3,7.9,-0.6,-0.3%
CCOC(=O)C1(Cc2ccccc2C)CCCN(C(=O)c2ccccn2)C1 (stereo unspecified),0.5%,0.0764,0.9,960,i,0.975,0.7,10.2%,40.6,-0.406,0.7,/,-0.7%,-0.267,2.8,/,-2.9%
O=C(O)c1cnn2c1C(=O)N(Cc1cccs1)CC2,/,-0.108,1.0,1089,i,-0.0588,-0.3,-0.2%,4.4,-0.182,1.9,1279,-1.3%,-0.355,6.0,0.1,0.8%
CCOc1cc(NC(=S)NCCCN2CCOCC2)c(OCC)cc1NC(=O)c1ccc(C)cc1,-0.4%,0.836,1.3,1020,i,-0.685,0.1,3.7%,6.2,1.16,4.4,1672,-1.3%,-0.193,3.6,-0.45,-0.1%
Cc1cccc(OCC(=O)N2CCN(C(=O)c3ccc([N+](=O)[O-])cc3)CC2)c1,1.5%,-0.451,1.9,1459,i,0.557,0.8,1.0%,-5.0,-0.356,1.6,1400,-0.6%,-0.222,1.2,-0.15,18.1%
COc1cc2nc(N(C)C)nc(N)c2cc1OC,-0.6%,1.16,2.5,1337,i,-0.848,1.5,10.3%,3.6,1.31,9.1,1230,-0.1%,-0.0386,6.3,-0.01,13.5%
Nc1c(-c2n[nH]c(=S)n2-c2ccc(Cl)cc2Cl)cnn1-c1ccccc1,2.5%,0.771,/,1364,/,-0.131,-1.0,5.5%,/,0.68,/,1167,/,-0.163,/,-0.6,-0.7%
O=C1CCCCC/C1=N/Nc1ccc(OCc2ccccc2)cc1,0.6%,-0.378,/,1281,/,0.443,1.7,0.5%,/,-0.882,/,1114,/,-0.233,/,-0.7,6.8%
COc1ccc(C)cc1NC(=O)C(=O)NNC(=O)c1ccco1,0.3%,/,1.2,1115,i,/,0.0,-9.4%,0.5,/,1.5,1921,0.2%,/,5.7,0.86,-2.6%
CC1CCN(C(=O)c2cc3ccccc3o2)CC1,1.9%,-0.177,2.3,/,i,0.952,/,10.5%,-1.9,-0.219,1.3,1108,-0.6%,-0.278,5.7,2.31,0.5%
COc1ccc(-n2c(SCC(=O)Nc3nccs3)nnc2-c2ccoc2C)cc1,4.4%,1.3,2.3,1226,i,0.321,-2.9,2.9%,-7.0,1.23,2.6,857,-0.8%,-0.25,4.6,-0.06,-1.6%
CC(C)N(CCO)C(=O)C(c1ccccc1)c1ccccc1,3.8%,-0.352,1.3,1230,i,0.953,-0.3,-11.2%,0.0,-0.827,1.2,1105,-2.2%,0.281,8.8,1.05,6.3%
Cc1ccc(N2CCN(/N=C/c3ccccc3[N+](=O)[O-])CC2)cc1,-0.2%,-0.00732,3.2,943,i,0.085,2.1,3.9%,21.0,-0.11,5.1,1523,-1.0%,-0.271,5.0,-0.39,4.1%
CC(C)CNS(=O)(=O)c1ccc(S(=O)(=O)N2CCN(CCC#N)CC2)cc1,7.5%,0.229,2.2,1044,i,-0.106,-0.6,4.6%,2.9,-0.0376,1.9,1872,0.1%,-0.113,1.9,-0.14,2.9%
Nc1cccc(C(=O)OCC(=O)Nc2cccc3c2C(=O)c2ccccc2C3=O)c1,3.5%,-0.3,2.7,/,+,-0.125,/,-10.6%,-22.5*,0.0646,3.3,1280,5.7%,-0.229,5.4,-0.14,-2.0%
Cc1ccccc1-c1nc(CN2CCC(C(=O)NCCCN3CCCC3)CC2)c(C)o1,0.6%,0.168,1.1,962,i,0.694,0.4,4.8%,-0.5,-0.0469,2.4,1543,-3.0%,-0.143,7.7,0.15,8.1%
Cc1nc2ccccn2c1C(=O)Nc1ccc(Cl)cc1,-1.2%,0.169,3.2,1032,i,0.288,0.3,6.0%,-5.0,-0.225,2.6,1141,-0.5%,-0.26,4.2,-0.45,10.7%
COc1cc(OC)cc(C(=O)N[C@H](C(=O)NCc2ccco2)C(C)C)c1,0.4%,0.0351,2.5,926,i,0.377,5.0,-0.3%,-2.8,-0.33,2.7,1322,-15.0%,-0.0104,4.7,0.32,3.4%
CCCCCc1c(C)nc(Nc2nc(C)c3cc(OC)ccc3n2)[nH]c1=O,0.4%,1.14,2.6,1057,i,-0.798,-6.7,-7.7%,14.1,2.86,3.2,898,2.6%,-0.422,8.2,-1.49,6.7%
CCCCCn1c(=NC(C)=O)c(C#N)cc2c(=O)n3ccccc3nc21,0.1%,0.521,2.2,937,i,-0.56,-3.9,-30.4%,4.0,1.25,1.9,1300,-1.3%,-0.183,6.2,-0.24,3.1%
CC/C(=N\NC(=O)c1csc(C)c1C)c1cccs1,2.1%,-0.692,1.8,/,i,-0.0735,/,5.7%,-1.9,-0.00162,3.6,/,-2.7%,-0.203,7.4,/,-0.5%
CCOC(=O)N1CCN(C(=O)Cc2ccsc2)CC1,-0.1%,-0.756,2.9,/,i,-0.102,/,-12.0%,1.7,-0.436,4.2,/,0.0%,0.232,5.8,/,1.7%
COc1cccc(-c2noc(-c3ccc(Br)o3)n2)c1,1.2%,-0.294,0.5,1566,i,0.16,-0.7,12.6%,0.2,-0.612,1.0,1322,-1.0%,0.261,3.3,-0.21,-3.0%
